PglD DTNB – inhibitors of Campylobacter jejuni PglD acetyltransferase | purified PglD enzyme, DTNB colorimetric CoA detection | inhibition, % at 12.5 µM | 360,000 compounds, 0.098% hits; in the data active = inhibition above about 16%, passing the limit was not always enough; also: strong numbers were not always called active
ERAP1 HTS inh – ERAP1 (human) enzyme inhibition | AID 652197 | Q9NZ08 | inhibition, % at 10.7 µM | recombinant ERAP1, Leu-AMC fluorescence, 60 min | 340,000 compounds, 0.15% hits;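 active = mean replicate inhibition of at least 30%, or all replicates individually reaching that 30% level; inactive = mean below 30% and not every replicate reaching it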;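 also: 0% = neutral control wells and 100% = L-leucinethiol positive control wells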
miR-122 sensor – blocks miR-122 activity in Huh7 sensor cells; activation (reporter increase), % at 12.5 µM; 340,000 compounds, 0.3% hits; AID 602342; Huh7 miR-122 Renilla luciferase sensor, 48 h; neutral wells = 0, positive control = 100;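 active = mean replicate activation score at least 90 and every replicate individually at or above 90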;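 also: higher luciferase means less miR-122 activity so hits act as miR-122 inhibitors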
PGC1a acetyl inh – modulators of PGC1a acetylation; U2OS PGC1a acetylation, AlphaScreen anti-acetyl-lysine; with virally co-expressed GCN5 acetyltransferase; inhibition, % at 15.6 µM; 350,000 compounds, 0.17% hits;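 active = every replicate shows inhibition of at least 40%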;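 also: 0% = neutral control wells and 100% = positive control wells; some results beyond the cut were filed as inactive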
E-sel inducer – E-selectin induction on HUVECs | HUVEC E-selectin immunofluorescence imaging; normalized: neutral wells 0, TNF-alpha wells 100 | activation, % at 7.58 µM | 260,000 compounds, 0.37% hits;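 active = mean E-selectin-positive cell signal at least 10% of the positive control, reached in at least 60% of replicates, without over 20% cell loss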;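 also: in these data hits start at about 27%; measured in HUVEC primary endothelial cells; signal is the percent of cells scored E-selectin positive by PE staining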
Target sequence (P16581 whole entry, looked up): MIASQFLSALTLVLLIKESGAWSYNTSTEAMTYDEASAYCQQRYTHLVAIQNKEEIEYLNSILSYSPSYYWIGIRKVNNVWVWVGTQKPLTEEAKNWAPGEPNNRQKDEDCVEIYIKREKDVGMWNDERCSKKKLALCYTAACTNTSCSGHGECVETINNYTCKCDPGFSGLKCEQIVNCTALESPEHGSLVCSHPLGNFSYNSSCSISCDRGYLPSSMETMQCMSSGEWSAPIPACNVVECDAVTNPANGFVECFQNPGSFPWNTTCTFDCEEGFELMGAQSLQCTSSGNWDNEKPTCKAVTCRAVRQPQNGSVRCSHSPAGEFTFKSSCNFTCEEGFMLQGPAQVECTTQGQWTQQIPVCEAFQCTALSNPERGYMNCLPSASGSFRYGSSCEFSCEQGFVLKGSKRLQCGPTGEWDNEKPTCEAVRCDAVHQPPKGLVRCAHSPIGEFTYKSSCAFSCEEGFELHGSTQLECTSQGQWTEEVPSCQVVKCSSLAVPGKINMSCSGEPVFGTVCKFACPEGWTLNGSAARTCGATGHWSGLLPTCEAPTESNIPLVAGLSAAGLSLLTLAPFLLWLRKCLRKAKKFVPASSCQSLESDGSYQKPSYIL
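Test system – human umbilical vein endothelial cells (HUVEC), E-selectin induction · Input – 3,000 HUVEC seeded per well · Buffer or medium – EGM-2, gelatin · Compound dosing – single-point compound dose · Detection – immunofluorescence imaging · Measure – percent E-selectin-positive cells · Controls – TNF-alpha high, DMSO low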
RAD54 branch – RAD54 (human) branch migration inhibition; Q92698; RAD54 Holliday junction branch migration, FAM/BHQ fluorescence; inhibition, % at 10.4 µM; 360,000 compounds, 0.14% hits; AID 602329;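 active = mean normalized replicate activity at least 40 and at least half of replicates scoring 40 or more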;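 also: 0% = median of neutral control wells and 100% = median of positive control wells; inhibitors cause a drop in the FAM fluorescence signal; in these data hits start at about 50%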
Cneo AK release – Cryptococcus neoformans lysis via adenylate kinase release; 360,000 compounds, 0.2% hits; lysis activity, % at 15 µM; AID 651654; C. neoformans lysis, adenylate kinase release luminescence, 4 h; normalised: neutral wells 0, clomiphene wells 100;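 active = mean lysis activity across replicates of at least 80%, whatever share of replicates individually reach that level; inactive = mean lysis activity below 80%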
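Material: C. neoformans cells; Schedule: 4 h static compound exposure, 37 °C, read 1 h post-reagent; Measured by: adenylate kinase release luminescence; Read-out: signal increase indicating cell lysis; Controls: Clomiphene as positive lysis control.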
RAD52 anneal inh – inhibitors of human RAD52 DNA annealing. 360,000 compounds, 0.46% hits. recombinant RAD52 DNA annealing, FRET fluorescence. AID 651710. inhibition, % at 18.7 µM. P43351;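 active = every replicate showing at least 50% inhibition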
Target sequence (P43351 whole entry, looked up): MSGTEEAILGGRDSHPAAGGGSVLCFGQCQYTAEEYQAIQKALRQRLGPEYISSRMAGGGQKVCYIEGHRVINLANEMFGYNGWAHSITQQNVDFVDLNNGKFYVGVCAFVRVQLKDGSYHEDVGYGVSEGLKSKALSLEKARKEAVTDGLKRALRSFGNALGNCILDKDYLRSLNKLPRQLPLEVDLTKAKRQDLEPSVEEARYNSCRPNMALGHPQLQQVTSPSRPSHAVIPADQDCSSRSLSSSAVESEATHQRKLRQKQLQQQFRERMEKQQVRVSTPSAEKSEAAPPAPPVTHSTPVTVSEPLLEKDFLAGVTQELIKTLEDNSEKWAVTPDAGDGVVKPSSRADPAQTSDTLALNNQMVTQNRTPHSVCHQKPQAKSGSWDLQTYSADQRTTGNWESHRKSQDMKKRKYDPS
Numbers without * were called inactive; x = no result given; [ ] = another dose, or the depositor's remark.

Results follow in this order: PglD DTNB	ERAP1 HTS inh	miR-122 sensor	PGC1a acetyl inh	E-sel inducer	RAD54 branch	Cneo AK release	RAD52 anneal inh
1	O=C(c1ccccn1)N1C[C@H]2[C@@H](c3ccccc31)[C@H](CO)N2C(=O)C1CCCCC1
  0	-1	-3[16.7 µM]	3	-0.1	0	61	-5
2	CN(C)c1ccc(O)c2c1CC1CC3[C@@H](N(C)C)C(=O)C(C(N)=O)=C(O)[C@]3(O)C(=O)C1=C2O (stereo not given in full)
  -3	5	-19	7	4.6	6	1	16
3	C[C@H]1CN([C@@H](C)CO)C(=O)c2cc(Br)cnc2O[C@@H]1CN(C)Cc1ccccn1
  4	0	-3[16.7 µM]	3	0.0	-12	107*	-3
4	Cc1onc(-c2c(F)cccc2Cl)c1C(=O)NCCO
  x	4	x	8	0.6	x	x	-12
5	c1ccc(OCCNc2nc(NCC3CC3)nc3cc(-c4ccccc4)sc23)cc1
  4	-3	-5	x	0.3	1	-2	-31
6	O=c1[nH]c(=O)n([C@H]2C[C@H](O)[C@@H](CO)O2)cc1Br
  1	4	30	10	x	0	1	4
7	Cc1ccc(OCCSCc2nc3ccccc3[nH]2)cc1
  -2	x	-3	-7	x	4	1	x
8	C[C@H]1CN([C@@H](C)CO)C(=O)c2cccc(NC(=O)Nc3ccccc3)c2O[C@@H]1CN(C)Cc1ccncc1
  0	1	10[16.7 µM]	2	-0.1	-7	-2	3
9	COCc1ccc(CN2CCCCC2C(=O)Nc2ccc(Oc3ccccc3)nc2)o1 (stereo not given)
  1	-1	x	-11	-0.2	12	1	-16
10	CCN1CCN(C(c2ccccc2)c2nnnn2Cc2ccc3c(c2)OCO3)CC1 (stereo not given)
  2	-1	7	x	1.1	-4	4	-14
11	CN(C)CC#Cc1ccc([C@H]2[C@@H](CO)N3C(=O)CN(C(=O)c4cccc(F)c4)C[C@H]23)cc1
  x	-5	x	1	0.4	x	x	-12
12	O=C(c1cn(-c2ccccc2)nc1-c1cccc(Br)c1)N1CCOCC1
  -12	-2	5	2	x	6	-1	-15
13	Cc1c(Cl)cccc1NC(=O)C1COc2ccccc2O1 (stereo not given)
  -2	-2	-2	-23	x	-10	-4	-12
14	CCOc1cc(C(=O)O/N=C(\N)c2ccc([N+](=O)[O-])cc2)cc(OCC)c1OCC
  -4	x	-6	4	1.7	2	0	x
15	C[C@@H]1CCCCO[C@H](CN(C)C(=O)c2ccccc2)[C@H](C)CN([C@@H](C)CO)C(=O)c2cc(NC(=O)Nc3cccc4ccccc34)ccc2O1
  2	-3	-9[16.7 µM]	17	0.3	-16	3	8
16	CCC(=O)N1CC2(C1)CN(CC1CCOCC1)[C@@H](CO)c1c2c2ccc(OC)cc2n1C
  x	-4	x	1	0.2	x	x	-157
17	Cc1cc(C)cc(N2CCCn3c2nc2c3c(=O)n(CC(=O)OCc3ccccc3)c(=O)n2C)c1
  1	0	-9	-2	x	1	1	-7
18	C/C=C/c1ccc2c(c1)O[C@H](CN(C)C(=O)c1cccc(F)c1)[C@H](C)CN([C@H](C)CO)S2(=O)=O
  -2	1	-11[16.7 µM]	8	-0.1	9	-2	0
19	COc1ccc(NC(=O)Nc2ccc3c(c2)C(=O)N([C@H](C)CO)C[C@@H](C)[C@H](CN(C)Cc2ccccc2)O3)cc1
  0	-1	7[16.7 µM]	-16	0.4	23	6	-7
20	Cc1ccc(C2Nc3ccccc3C(=O)N2Cc2ccco2)cc1 (stereo not given)
  -1	x	7	-21	x	8	2	x
21	O=[N+]([O-])c1cc(S(=O)(=O)NC2=NCCCCC2)ccc1Cl
  8	-1	19	-16	-3.1	-14	-1	-3
22	O=C(COc1ccc([N+](=O)[O-])cc1)Nc1ccc2c(c1)CCC2
  x	-5	x	x	x	-5	-1	-26
23	C=CCc1cccc2cc(C(=O)N(C)C)c(=O)oc12
  2	0	x	7	x	-2	0	-1
24	COc1ccc(CCNC(=O)c2c(C)nn(-c3ccccc3)c2Cl)cc1OC
  -6	-4	-1	3	0.5	7	7	-20
25	O=C(c1cc2ccccc2oc1=O)N1CCCCCCC1
  -1	1	-11	3	x	-1	0	7
26	CC1(C)OC(=O)C(=NNc2ccc(C(=O)O)cc2)C(=O)O1
  x	x	1	-6	-0.2	x	x	2
27	CN(Cc1nc2ccccc2c(=O)[nH]1)C(=O)c1ccccc1OCc1ccc(Cl)cc1
  0	6	6	3	x	-3	0	-7
28	CCC(=O)Nc1ccc2c(c1)OC[C@@H](C)N(C(=O)COC)C[C@@H](C)[C@H](OC)CN(C)C2=O
  -2	-2	x	-1	0.2	0	0	4
29	CC(C)OCCCNC(=O)COc1ccc2oc3c(c2c1)CCCC3
  -3	-1	1	-8	1.4	-8	-3	-1
30	CC(=O)Nc1sc(C)c(C)c1C(=O)OCC(=O)Nc1cccc(C)c1
  x	0	-3	0	3.2	-10	0	-13
31	CC1(C)C2CCC1(C)C(OC(=O)C[n+]1ccccc1)C2 (stereo not given)
  2	0	x	-8	3.1	-2	0	0
32	O=C(c1cc(-c2cccnc2)nc2ccccc12)N1CCN(S(=O)(=O)c2cccs2)CC1
  5	2	8	-8	-1.9	11	1	-7
33	Cc1ccc(C)c(SCC(=O)N(C)CC(=O)Nc2ccc(N3CCOCC3)cc2)c1
  x	1	-1	1	-1.9	x	x	-4
34	O=c1ccc(S(=O)(=O)N2CCC(Cc3ccccc3)CC2)c[nH]1
  9	x	x	11	x	14	2	x
35	Cc1noc(C)c1S(=O)(=O)N(C)C[C@@H]1OCc2cn(nn2)CCCC(=O)N([C@H](C)CO)C[C@@H]1C
  21	-5	0[16.7 µM]	1	0.0	3	56	-3
36	CCN=C1SC(CC(=O)NC(C)C)C(=O)N1CC (stereo not given)
  -7	x	-8	5	x	-2	0	x
37	O=C(Nc1ccccc1Cl)c1cccc(COc2cc(Cl)ccc2Cl)c1
  -6	x	-7	11	x	-3	-2	x
38	CCOc1cccc(Cc2c[nH]c(=O)[nH]c2=O)c1
  1	3	4	5	0.7	-2	-1	-4
39	C/C(=N\NC(=O)c1csc(C)c1C)c1ccc(C)s1
  -6	3	1	-3	x	-1	-2	-4
40	COC(=O)c1cccc(NC(=O)CSc2nnnn2C)c1
  -3	x	-1	-4	x	-10	-1	x

From no. 21 as far as 31, as listed above:
Results follow in this order: PglD DTNB	ERAP1 HTS inh	miR-122 sensor	PGC1a acetyl inh	E-sel inducer	RAD54 branch	Cneo AK release	RAD52 anneal inh
21	O=[N+]([O-])c1cc(S(=O)(=O)NC2=NCCCCC2)ccc1Cl
  8	-1	19	-16	-3.1	-14	-1	-3
22	O=C(COc1ccc([N+](=O)[O-])cc1)Nc1ccc2c(c1)CCC2
  x	-5	x	x	x	-5	-1	-26
23	C=CCc1cccc2cc(C(=O)N(C)C)c(=O)oc12
  2	0	x	7	x	-2	0	-1
24	COc1ccc(CCNC(=O)c2c(C)nn(-c3ccccc3)c2Cl)cc1OC
  -6	-4	-1	3	0.5	7	7	-20
25	O=C(c1cc2ccccc2oc1=O)N1CCCCCCC1
  -1	1	-11	3	x	-1	0	7
26	CC1(C)OC(=O)C(=NNc2ccc(C(=O)O)cc2)C(=O)O1
  x	x	1	-6	-0.2	x	x	2
27	CN(Cc1nc2ccccc2c(=O)[nH]1)C(=O)c1ccccc1OCc1ccc(Cl)cc1
  0	6	6	3	x	-3	0	-7
28	CCC(=O)Nc1ccc2c(c1)OC[C@@H](C)N(C(=O)COC)C[C@@H](C)[C@H](OC)CN(C)C2=O
  -2	-2	x	-1	0.2	0	0	4
29	CC(C)OCCCNC(=O)COc1ccc2oc3c(c2c1)CCCC3
  -3	-1	1	-8	1.4	-8	-3	-1
30	CC(=O)Nc1sc(C)c(C)c1C(=O)OCC(=O)Nc1cccc(C)c1
  x	0	-3	0	3.2	-10	0	-13
31	CC1(C)C2CCC1(C)C(OC(=O)C[n+]1ccccc1)C2 (stereo not given)
  2	0	x	-8	3.1	-2	0	0

Following part
Results follow in this order: PglD DTNB	ERAP1 HTS inh	miR-122 sensor	PGC1a acetyl inh	E-sel inducer	RAD54 branch	Cneo AK release	RAD52 anneal inh
41	Cc1cc(Cl)ccc1OCC(=O)Nc1cccc(S(=O)(=O)N2CCCC2)c1
  -4	-3	4	-7	x	3	-5	-79
42	O=C(CCl)Nc1ccc(Oc2cnc3ccccc3n2)cc1
  -7	x	-1	x	x	6	0	x
43	Cc1cc(C(=O)N/N=C/C=C/c2ccccc2[N+](=O)[O-])c(C)o1
  0	-1	-6	x	12	-4	1	-9
44	C[C@H]1CN([C@@H](C)CO)S(=O)(=O)c2ccc(C3=CCCC3)cc2O[C@@H]1CN(C)C(=O)c1ccccn1
  2	-1	12[16.7 µM]	-1	0.1	5	1	-13
45	CCOc1ccc(NC(=O)NNC(=O)C(C)Oc2ccccc2OC)cc1 (stereo not given)
  -2	0	x	x	-0.8	2	-2	-4
46	Cc1noc(C)c1NC(=O)N(C)C[C@@H]1Oc2ncc(C#CC(C)C)cc2C(=O)N([C@@H](C)CO)C[C@H]1C
  4	2	-2[16.7 µM]	-4	-0.1	-5	2	9
47	Cc1noc(C)c1S(=O)(=O)N(C)C[C@@H]1OCCCC[C@@H](C)Oc2ccc(NC(=O)Nc3cccc4ccccc34)cc2C(=O)N([C@@H](C)CO)C[C@H]1C
  4	2	-5[16.7 µM]	3	0.3	8	-1	-59
48	CCOc1ccc(S(=O)(=O)N2CCCC(C(=O)NCc3cccnc3)C2)cc1 (stereo not given)
  3	0	-4	-1	-1.3	-3	0	-13
49	COc1ccc(/C=C/C2=NC(=C\N(C)C)/C(=O)O2)cc1
  -15	x	-7	-3	x	-8	-4	x
50	O=C(Nc1cccc(C(F)(F)F)c1)c1ccc2nc(N3C(=O)CCC3=O)sc2c1
  -1	x	5	-7	x	-13	1	x
51	CC(C)(C)c1ccc(C(=O)NCCC(=O)Nc2cc(Cl)ccc2N2CCOCC2)cc1
  -3	0	-3	6	-0.7	5	-2	-17
52	O=C(NC1CCCCC1)C1CCN(c2nccs2)CC1
  -1	x	-5	8	x	-11	-2	x
53	COc1ccccc1-c1ccc([C@H]2[C@@H](CO)N(C(C)=O)C23CN(C(C)=O)C3)cc1
  x	-2	x	4	-0.2	x	x	-7
54	Cc1nc(NC(=O)Nc2ccc(Cl)cc2)sc1C
  -3	3	-6	0	x	3	-7	-4
55	O=C(c1ccccc1)c1nnc(-c2ccncc2)o1
  -2	x	-3	1	x	7	-25	x
56	CC1CCCC(C)N1CCCNC(=O)Cn1ncc2c([nH]c3ccccc32)c1=O (stereo not given)
  -4	1	0	7	x	1	5	-22
57	CCCC#Cc1cnc2c(c1)C(=O)N([C@@H](C)CO)C[C@H](C)[C@H](CN(C)C(=O)CN1CCOCC1)O2
  1	4	2[16.7 µM]	-3	0.5	-10	-2	-16
58	CCOC(=O)c1sc2nc(CC(=O)OC)nc(N3CCN(c4ccccn4)CC3)c2c1C
  3	1	-4	-8	x	-2	-2	-12
59	COC(=O)C(CC(=O)c1ccc(Br)cc1)n1nc(C)cc1C (stereo not given)
  2	4	-5	8	0.1	1	5	-3
60	COc1ccc(CCNC(=O)CSc2nc(N)c3c(C)c(C)oc3n2)cc1OC
  1	x	-1	4	x	7	2	x

Compound activity deposited in PubChem by Broad Institute.

Outcome played no part in choosing rows; 1.4% or so of the library scored in one or more.
